ATXN2 expr inh – inhibitors of ATXN2 expression. HEK-293 ATXN2-luciferase reporter, luminescence, 24 h. Potency, µM (series often up to 57 µM), inactives show at the top dose activity change, negative = inhibition, actives largely listed as inhibitors. 0.72% of 360,000 active. AID 1745845; also: potency is read from the fitted curve at half-maximal effect; % is scaled to controls: 0 for no effect and ±100 for the full control effect; nearly all actives have a fitted effect of over 55% in size
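ATXN2-luciferase reporter cells (luciferase flanked by upstream and downstream ATXN2 gene portions) were treated 24 h at 37 °C with compounds at up to 57 uM. SteadyGlo luminescence gave expression; GF-AFC fluorescence gave viability.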
Nrf2 activator – activators of Nrf2 (ARE) signaling. Potency, µM (highest dose often 46.1 µM), without a hit: at the top dose activation, usual class: activators. AREc32 ARE-luciferase reporter (MCF7-derived line), luminescence, 24 h. 0.31% of 410,000 active; also: potency is read from the fitted curve at half-maximal effect; % of control where 0% means no effect; nearly all actives have a fitted effect of over 65% in size
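ARE-driven firefly luciferase activity in AREc32 cells measured after a 24 hr compound exposure at 37 deg C, using Steady-Glo reagent and a 30 min room-temperature hold.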
IL-1B inflam inh – inflammasome signaling inhibition, IL-1 beta readout | AID 743279 | THP-1 LPS/ATP IL-1B secretion, AlphaLISA, 16 h; stronger effect = lower value | activity change, % at 57.5 µM | 4.7% of 360,000 active; in the data active = activity change below about -50%; inconclusive = mostly about -30% to -49%; also: % is scaled to controls: 0 for no effect and ±100 for the full control effect
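Secreted IL-1B measured by AlphaLISA bead assay after 16 h compound exposure of THP-1 cells; compounds (final up to 57.5 uM) added 1 h before LPS (250 ng/mL) and ATP (1.25 mM) stimulation; lower signal means less secretion.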
Nrf2 block – inhibitors of Nrf2 signaling | Potency, µM (doses to about 46 µM), for the others: at the highest dose activity change, negative = inhibition, most hits filed as inhibitors | 2.1% of 360,000 active | A549 ARE-Fluc reporter, luciferase luminescence, 18-24 h; also: potency is read from the fitted curve at half-maximal effect; % is scaled to controls: 0 for no effect and ±100 for the full control effect; nearly all actives have a fitted effect of over 60% in size
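A549 ARE_Fluc cells (5000/well, 5% FBS OPTI-MEM) pre-incubated 2 h, then treated with compounds 18-24 h at 37C/5% CO2 in concentration-response. CellTiter-Fluor viability read first; BugLite luciferase luminescence after 15 min at room temperature gives Nrf2 activity.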
MCF10A rereplic – induces DNA re-replication in MCF 10a normal breast cells; Potency, µM (titrated, usually from 46.1 µM), for the others: top-dose activity, positive = re-replication, usual class: activators; 2.9% of 350,000 active; MCF 10A DNA re-replication, Hoechst nuclear intensity, 48 h; also: potency is read from the fitted curve at half-maximal effect; % of control where 0% means no effect; nearly all actives have a fitted effect of over 50% in size
S2 tox – viability counter-screen for ATXN expression inhibitors; 0.49% of 400,000 active; S2 cells (HEK-293 line with an ATXN2-luciferase reporter) viability, CellTiter-Fluor protease fluorescence, 24 h; Potency, µM (series often up to 56.7 µM), usual class: cytotoxic; also: potency is read from the fitted curve at half-maximal effect; nearly all actives have a fitted effect of over 40% in size
HepG2 viability – HepG2 cytotoxicity, counter-screen for TGF-b inhibitors; HepG2 CAGA-GFP viability, ATP luminescence, 18 h; Potency, µM (highest dose often 46.1 µM), for the others: top-dose activity change, negative = cytotoxicity, hits mostly cytotoxic; 0.76% of 410,000 active; AID 588856; also: potency is read from the fitted curve at half-maximal effect; some results filed as inactive show a strong effect at the top dose
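CellTiter-Glo luminescence gave cytotoxicity after 18 hours at 37 degrees C. The cells were HepG2 CAGA-GFP in 1% FBS DMEM, stimulated with 500 pg/mL TGF-beta after compound addition. %Activity was normalised to no-cell wells (complete cell-killing) and DMSO (no toxicity), and curves were fitted and classified.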
TGFb SMAD3 inh – inhibitors of TGF-b signaling | HepG2 CAGA-GFP TGF-b/SMAD3 reporter, GFP fluorescence, 18 h; TGF-beta stimulated, 500 pg/mL final | Potency, µM (series often up to 46.1 µM), inactives show at the highest dose activity, negative = inhibition, most hits filed as inhibitors | 1.2% of 410,000 active; also: potency is read from the fitted curve at half-maximal effect; % is scaled to controls: 0 for no effect and ±100 for the full control effect; nearly all actives have a fitted effect of over 65% in size
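Read-out: total well GFP (ex488/em500-530) summed from mean per-cell fluorescence. Cells: HEPG2 CAGA-GFP, 1% FBS DMEM, 18 h at 37 degrees C with 500 pg/mL final TGF-beta. Unstimulated wells served as the full-inhibition control; stimulated DMSO wells = 0%.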
A549 tox – kills or reduces viability of A549 cells in Nrf2 counter-screen; A549 ARE-Fluc cells, CellTiter-Fluor viability, 18-24 h; Potency, µM (doses to about 46 µM), for the others: top-dose activity change, negative = cytotoxicity, actives largely listed as inhibitors; 0.16% of 390,000 active; AID 504648; also: potency is read from the fitted curve at half-maximal effect; % is scaled to controls: 0 for no effect and ±100 for the full control effect
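A549 ARE-Fluc cells in 5% FBS OPTI-MEM, 5000 cells/well, rested 2 h then exposed to compounds in concentration-response for 18-24 h at 37 °C. Viability by CellTiter-Fluor fluorescence (Ex 405/Em 525) after 30 min; luciferase luminescence (BugLite, 15 min, RT) read afterwards.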
* hit, by the source's call; i = inactive; ? = inconclusive; . = not tested or not shown; [ ] = another dose, or the depositor's remark. Unless noted, calls follow the shape of the dose curve; as a rule, active = well fitted curve in the direction sought with a large enough effect; inconclusive = small, poorly fitted or top-dose-only effect, or another doubt; inactive = no such curve, though single readings can be large; an effect the other way counts as inactive or inconclusive.

SMILES | ATXN2 expr inh | Nrf2 activator | IL-1B inflam inh | Nrf2 block | MCF10A rereplic | S2 tox | HepG2 viability | TGFb SMAD3 inh | A549 tox
CCC(COC)NC(=O)CCc1nnc(Cc2c[nH]c3ccccc23)o1 (stereo not given) | 17% | -0.2% | 38 | 6% | 3% | ? | -10% | 7% | -2%
CCCc1cc(=O)[nH]c(SCC(=O)Nc2ccc(OC)c(S(=O)(=O)N3CCCCC3)c2)n1 | 2% | -0.5% | 32 | -20% | 2% | i | -3% | -28% | -8%
Cc1ccc(-c2nc3ccc(Cl)cn3c2Cc2ccsc2)cc1 | 92%[activator] | 3.2% | 5 | . | . | i | -17% | ? | .
Cc1ccc(C)c(C(=O)COC(=O)Cn2[nH]c(=O)c3ccccc3c2=O)c1 | -7% | -0.5% | 10 | -25% | 5% | i | 4% | 1% | -6%
Cc1nc(N2CCOCC2)c2c(C)c(C(=O)Nc3ccc(C(F)(F)F)cc3)sc2n1 | ? | 0.2% | . | 9.2µM* | ? | ? | -37% | ? | ?
CCOc1ccc(CCNC(=O)c2c(C)noc2C)cc1OCC | 3% | 0.1% | -5 | 23% | -4% | i | 3% | -3% | -3%
COc1ccc(OC)c(NC(=O)c2ccc(Cl)cc2)c1 | -34% | 4.2% | -6 | 7% | 3% | i | 2% | -5% | 15%
Cc1ccc(-n2nc(C)c3c(C(F)(F)F)cc(-c4cccnc4)nc32)cc1C | . | -0.5% | . | 14% | . | . | -2% | 1% | 0%
CCC(C)c1ccc(C2C3=C(Nc4nc(N)[nH]c(=O)c42)c2ccccc2C3=O)cc1 (stereo not given) | . | 5.7% | -2 | -25% | ? | ? | -118% | ? | -1%
CCc1ccc(NC(=O)C2CCCN(S(=O)(=O)c3ccc(F)cc3)C2)cc1 (stereo not given) | -25% | 0.0% | . | -27% | . | ? | 1% | ? | -1%
COc1ccc(CN(CC2CCCO2)C(=O)CN2C(=O)COc3ccccc32)cc1OC (stereo not given) | -1% | 0.4% | -14 | 4% | 8% | i | 1% | -6% | -2%
CCCCCCn1c(=O)n2n(c1=O)C[C@]1(OC(=O)Nc3c(C)noc3C)CN(S(=O)(=O)c3ccc(C)cc3)C[C@]1(O)C2 | -5% | -0.1% | 1 | . | . | i | -53% | -12% | .
COc1ccc(OC)c(NC(=O)Cn2c(=O)n(Cc3ccccc3)c(=O)c3ccccc32)c1 | 4% | 0.7% | . | 1%[9.27 µM] | . | ? | -28% | 1% | -3%
CCOc1ccccc1NC(=O)CSc1nc2ccccc2nc1N1CCCC1 | -1% | 3.9% | 33 | -7% | 15µM* | i | -45% | -19% | 9%
O=C(CCCCCNC(=O)c1ccccc1)N/N=C/c1ccco1 | -4% | 0.3% | 12 | 21% | 1% | i | -1% | -3% | -3%
O=C(CN1CCN(C(c2ccccc2)c2ccccc2)CC1)N1CCN(c2ccccc2)CC1 | . | 6.3% | -22 | -3% | 21% | i | -62% | ? | -1%
O=C1CCC(C(=O)OCc2nnc(-c3ccc(Cl)cc3)o2)=NN1 | 4% | 1.6% | 7 | 3% | -1% | i | 2% | -5% | 1%
O=C(CCNC(=O)C1CCN(S(=O)(=O)c2ccc(F)cc2)CC1)NC1CC1 | -9% | 0.2% | 5 | 9% | 10% | i | 9% | -1% | 4%
COc1cccc(NC(=O)C2(C)CCN2C(=O)Cc2cccc3ccccc23)c1 (stereo not given) | -14% | -0.5%[9.22 µM] | -8 | . | . | ? | -12% | 17% | .
N/C(=N\OC(=O)CCn1cccc(C(F)(F)F)c1=O)c1ccc(Cl)cc1 | -10% | 8.1% | 23 | 5% | 15% | i | 2% | -15% | -7%
Cc1nn(-c2ccccc2)c(C)c1C(=O)OCC(=O)Nc1ccccc1F | 45%[activator] | 0.8% | -15 | ? | ? | i | -33% | -15% | -4%
N=c1c(C(=O)NCc2ccc(F)cc2)cc2c(=O)n3ccccc3nc2n1Cc1cccnc1 | -6% | 0.5% | 49 | -11% | 5.8µM* | . | -1% | 8% | 4%
CCOc1ccc(C(=O)N(Cc2ccc(C(C)C)cc2)Cc2ccco2)cc1 | . | 1.4% | . | ? | . | . | -39% | ? | 0%
CC(C)N1CCC(C)(C(=O)Nc2ccc(-n3cccc3)cc2)C1 (stereo not given) | -2% | 3.8% | -17 | . | . | i | -25% | 13% | .
CS(=O)(=O)N(CC(=O)Nc1cccc([N+](=O)[O-])c1)c1ccccc1 | . | 23% | -10 | 4% | -4% | i | -19% | ? | ?
CCCCC(=O)Oc1c(S(=O)(=O)c2ccc(C)cc2)c(C)nn1C(C)(C)C | ? | 0.1% | ? | ? | ? | i | -19% | 0% | -18%
COc1cc(NC(=O)C(CC(C)C)NS(=O)(=O)c2ccc3c(c2)CCCC(=O)N3)cc(OC)c1 (stereo not given) | 32% | 0.7% | . | ? | . | i | 12% | ? | 1%
COc1ccc(C2=CC(=O)C[C@H](c3ccc(OC)cc3)C2)cc1 | 47%[activator] | 3.8% | -2 | 7% | ? | i | -5% | -9% | -3%
C#CCn1c(-c2cccs2)nc2ccccc21 | 13%[11.3 µM] | 3.4% | -16 | 11% | 13% | i | 3% | -5% | 11%
O=C(NC1CCCC1)C(c1ccccc1)N(C(=O)c1csnn1)c1ccccc1F (stereo not given) | 24% | -1.1% | 21 | -14% | -19% | i | -5% | 0% | -6%
CCOc1ccc(N(CC)S(=O)(=O)c2ccc3c(c2)n(C)c(=O)c(=O)n3C)cc1 | -1% | -0.2% | -21 | 15% | 18% | i | -35% | -5% | 10%
Cc1cc(C)n(-c2nnc(C)n2/N=C/c2ccc(O)cc2)n1 | -39% | 0.3% | -10 | 8% | -3% | i | -12% | 1% | 2%
Cc1ccc(C(=O)OCC(=O)c2c(N)n(C)c(=O)n(C)c2=O)cc1S(=O)(=O)N1CCOCC1 | 5% | 1.4% | 14 | -1% | 7% | i | -1% | -2% | 2%
CCN(c1ccccc1)S(=O)(=O)c1ccc(C(=O)NC2CCCCC2)cc1 | . | -0.3% | 24 | . | . | i | 0% | 0% | .
CC1CCc2c(sc(NC(=O)C(=O)NCc3ccco3)c2C#N)C1 (stereo not given) | 8% | 0.1% | -15 | . | 3% | i | -3% | -7% | -3%
Cc1noc(NS(=O)(=O)c2ccc(N/C=C/C(=O)c3ccccc3)cc2)c1C | 0% | 0.7% | 7 | . | ? | i | -19% | -21% | ?
CN(C)Cc1c(O)ccc2c(=O)c(-c3ccccc3Cl)coc12 | -13% | 2.0% | 6 | 0% | -2% | i | 7% | -3% | 1%
CC1CCCN(C(=O)C2CCN(c3ncnc4c3nc3n4CCCCC3)CC2)C1 (stereo not given) | . | -0.9% | -3 | 4% | 6% | ? | -31% | -29% | -1%
C/C(=C1/SC(N2CCOCC2)=NC1=O)c1ccc(Cl)cc1 | -3% | 0.3% | 33 | 10% | -10% | i | 8% | 0% | -2%[1.84 µM]
COc1ccccc1NC(=O)C(C)Sc1nnc2ccc3ccccc3n12 (stereo not given) | 6% | 0.5% | . | -2% | . | ? | 13% | 7% | 0%
O=C(CCC(=O)N(CC(=O)NC1CCCCC1)Cc1cccs1)Nc1nccs1 | 4% | 0.1% | 2 | -14% | 5% | i | 6% | 0% | -3%
O=c1[nH]c(SCc2ccc(Cl)cc2)nc2ccccc12 | -5% | -0.3% | 10 | -25% | 21% | i | -10% | -12% | 11%
Cc1cccc(C)c1NC(=O)CN(C)C(=O)c1ccc(-n2cncn2)c([N+](=O)[O-])c1 | -5% | 3.8% | -4 | 1% | 5% | i | -7% | 3% | -2%
COC(=O)c1c(NC(=O)CC2SCC(C(=O)OC)NC2=O)sc2c1CCCC2 (stereo not given) | -10% | 0.1% | -20 | 13% | -1% | i | -52% | -21% | .
Cc1c(C2C(C#N)=C(N)N(c3ccccc3C#N)C3=C2C(=O)CCC3)cnn1C (stereo not given) | 4% | 0.1% | -6 | -3% | 5% | i | 11% | -9% | 4%
CCOc1cccc(-c2nnc3sc(C4CCCCC4)nn23)c1 | 16% | -0.1% | ? | ? | 5% | i | -91% | -24% | -6%
Cn1c(N)c(C(=O)COC(=O)C2CCCCC2)c(=O)n(C)c1=O | 3% | -0.8% | 5 | 12% | -10% | i | 32% | -4% | 0%
Cc1ccc(C)n1NC(=O)c1ccccc1[N+](=O)[O-] | 20% | 0.0% | -8 | 23% | 13% | i | 1% | 18% | -2%
COc1ccccc1CNc1ncnc2onc(-c3ccc(F)cc3)c12 | 8% | -0.9% | . | . | . | i | -8% | 7% | 3%
COc1ccc(NC(=O)CCNS(=O)(=O)c2ccc(Br)s2)cc1 | -8% | -0.3% | -5 | -36% | -14% | i | -7% | -14% | 0%

Continued.
SMILES | ATXN2 expr inh | Nrf2 activator | IL-1B inflam inh | Nrf2 block | MCF10A rereplic | S2 tox | HepG2 viability | TGFb SMAD3 inh | A549 tox
COc1cccc(CNc2nc3cc(-c4ccc(F)cc4)sc3c(=O)n2C)c1 | 6% | 4.3%[9.22 µM] | 38 | . | . | i | 4% | -14% | .
COc1ccc(OC)c(-c2nc3c(C)n[nH]c(=O)c3[nH]2)c1 | -21% | 4.8% | 47 | -2% | 24% | i | -29% | -10% | -6%
COc1cc(/C=c2\sc3nc(=O)c(-c4ccccc4)nn3c2=O)ccc1OCCC(C)C | -6% | 0.0% | -3 | ? | -1% | i | -8% | -4% | -3%
COc1ccc(S(=O)(=O)N/N=C(/C)c2ccncc2)cc1 | 0% | -1.2% | 36 | -2% | 9% | i | -1% | 0% | 7%

Rows were taken by chance, and some 8.8% of all compounds hit somewhere here.
